# High-throughput results: PubChem BioAssay, Vanderbilt High Throughput Screening Facility
# Cav32 inh = human Cav3.2 channel inhibition, primary screen; 4% of 100,000 active; B-score at 10 µM; Cav3.2-expressing cells, Fluo-4 calcium fluorescence FDSS; hits give low values; O95180;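 active = single-dose well whose peak fluorescence ratio is a statistical outlier from its plate by either plate-standardised score or position-corrected B-score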
# Target sequence (O95180 whole entry, looked up): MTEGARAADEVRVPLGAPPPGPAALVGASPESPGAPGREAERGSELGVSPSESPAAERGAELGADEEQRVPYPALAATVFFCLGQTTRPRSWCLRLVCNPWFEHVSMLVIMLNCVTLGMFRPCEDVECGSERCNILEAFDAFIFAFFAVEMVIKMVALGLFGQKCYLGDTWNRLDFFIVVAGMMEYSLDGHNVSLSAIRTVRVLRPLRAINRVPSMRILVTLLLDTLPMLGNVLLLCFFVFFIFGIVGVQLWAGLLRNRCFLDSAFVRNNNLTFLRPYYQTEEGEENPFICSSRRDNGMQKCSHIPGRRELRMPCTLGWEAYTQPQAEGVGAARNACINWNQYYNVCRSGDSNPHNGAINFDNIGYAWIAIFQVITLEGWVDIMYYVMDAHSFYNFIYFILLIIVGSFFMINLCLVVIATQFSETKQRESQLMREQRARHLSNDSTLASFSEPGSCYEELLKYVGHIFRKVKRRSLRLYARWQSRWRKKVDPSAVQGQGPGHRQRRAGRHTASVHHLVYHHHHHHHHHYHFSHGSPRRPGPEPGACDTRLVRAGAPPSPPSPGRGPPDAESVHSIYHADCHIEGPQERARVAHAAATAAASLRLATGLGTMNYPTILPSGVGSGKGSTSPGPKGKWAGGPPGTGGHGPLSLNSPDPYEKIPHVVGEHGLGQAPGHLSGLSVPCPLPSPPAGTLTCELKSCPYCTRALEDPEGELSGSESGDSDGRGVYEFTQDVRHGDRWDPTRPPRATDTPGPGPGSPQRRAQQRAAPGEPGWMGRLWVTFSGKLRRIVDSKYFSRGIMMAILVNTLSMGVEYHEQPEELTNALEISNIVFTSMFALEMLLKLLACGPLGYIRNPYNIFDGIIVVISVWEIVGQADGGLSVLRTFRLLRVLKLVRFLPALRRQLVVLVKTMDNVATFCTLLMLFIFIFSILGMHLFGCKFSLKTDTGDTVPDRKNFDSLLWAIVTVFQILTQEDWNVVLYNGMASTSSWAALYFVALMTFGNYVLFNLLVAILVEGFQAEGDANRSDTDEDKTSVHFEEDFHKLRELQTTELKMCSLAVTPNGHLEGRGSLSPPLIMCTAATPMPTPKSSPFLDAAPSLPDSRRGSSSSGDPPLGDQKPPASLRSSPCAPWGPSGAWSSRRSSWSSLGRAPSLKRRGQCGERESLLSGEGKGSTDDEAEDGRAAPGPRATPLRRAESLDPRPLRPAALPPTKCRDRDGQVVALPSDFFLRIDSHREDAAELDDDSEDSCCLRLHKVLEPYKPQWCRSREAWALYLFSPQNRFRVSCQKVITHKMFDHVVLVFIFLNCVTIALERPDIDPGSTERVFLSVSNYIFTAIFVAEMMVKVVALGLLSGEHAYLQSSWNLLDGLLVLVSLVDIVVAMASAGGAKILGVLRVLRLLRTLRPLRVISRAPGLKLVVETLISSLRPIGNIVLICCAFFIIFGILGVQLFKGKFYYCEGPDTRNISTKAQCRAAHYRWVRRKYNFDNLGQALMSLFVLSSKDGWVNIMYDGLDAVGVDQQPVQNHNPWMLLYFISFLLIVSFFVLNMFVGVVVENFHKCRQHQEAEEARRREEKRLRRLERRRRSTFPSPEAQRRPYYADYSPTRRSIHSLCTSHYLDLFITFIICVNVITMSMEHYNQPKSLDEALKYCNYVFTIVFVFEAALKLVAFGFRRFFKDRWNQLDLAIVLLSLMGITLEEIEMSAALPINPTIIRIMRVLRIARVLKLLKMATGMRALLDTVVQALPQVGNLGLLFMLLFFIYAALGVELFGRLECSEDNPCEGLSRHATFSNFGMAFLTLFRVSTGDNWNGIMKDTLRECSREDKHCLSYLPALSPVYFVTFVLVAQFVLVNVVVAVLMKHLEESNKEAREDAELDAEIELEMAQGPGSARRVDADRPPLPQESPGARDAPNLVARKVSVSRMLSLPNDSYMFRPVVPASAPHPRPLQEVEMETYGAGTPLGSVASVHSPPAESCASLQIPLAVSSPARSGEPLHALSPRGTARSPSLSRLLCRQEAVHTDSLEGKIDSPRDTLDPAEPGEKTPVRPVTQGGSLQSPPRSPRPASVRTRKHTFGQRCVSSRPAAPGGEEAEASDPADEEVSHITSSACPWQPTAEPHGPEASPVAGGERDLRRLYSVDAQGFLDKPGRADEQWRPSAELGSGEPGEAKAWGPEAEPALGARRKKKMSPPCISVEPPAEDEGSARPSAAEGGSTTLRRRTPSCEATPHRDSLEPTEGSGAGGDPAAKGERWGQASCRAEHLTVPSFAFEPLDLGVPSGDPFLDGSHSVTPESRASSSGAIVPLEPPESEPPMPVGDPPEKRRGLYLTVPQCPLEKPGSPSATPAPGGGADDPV
# Active calls of the source: *. Not all compounds are listed; count on the stated rates, not on these rows.
SMILES,Cav32 inh
Clc1ccc(-c2nnc(C3CCCCC3)o2)cc1,-1.95
CN(c1ccccc1C(N)=O)S(=O)(=O)c1ccccc1,0.117
Cc1cc(Nc2ccccc2C(=O)O)nc2nc3ccccc3c(=O)n12,0.049
C/C(=N/Oc1nc(C)cc(C)n1)c1ccc(F)cc1,0.581
C=C1CSc2nc(=O)c3c(C)c(C)sc3n21,0.916
CN1CCCN(C(=O)c2cc(=O)[nH]c3ccccc23)c2nc3ccccc3nc21,1.08
CN1CCN(C2=C(Cl)C(=O)N(c3ccc(Cl)c(Cl)c3)C2=O)CC1,0.474
COC/C=C/C1=CC2=CC(=O)C(C)(OC(=O)c3cnc4ccccc4n3)C(=O)C2=CN1c1ccc(OC)cc1 (stereo unspecified),0.95
CC(=O)C1=C(O)C(=O)N(Cc2ccccc2)C1c1ccccc1F (stereo unspecified),1.18
CC(=O)c1ccc(NC(=O)N2CCN(c3cccc(Cl)c3)CC2)cc1,-0.522
Cc1ccccc1Cn1cc(NC(=O)COc2ccccc2)cn1,-2.22
COC(=O)c1cccc(-n2[nH]nnc2=S)c1,-0.714
CCc1ccc2oc(-c3cc(N)cc(C)c3O)nc2c1,-0.489
COc1ccccc1C(=O)OCn1nnc2ccccc2c1=O,0.0549
O=C(NCC1CCN(c2ccc(S(=O)(=O)N3CCOCC3)cc2)CC1)c1cccc(Cl)c1,-0.672
CCCc1nc(SCC(=O)N2CCCC2)c2ccccc2n1,0.296
O=C(Nc1ccc2c(c1)oc1ccccc12)C1CC1,-0.913
CCn1c(=NC(=O)CSC(C)=O)sc2ccccc21,-7.33*
COc1ccc(CNc2nc3ccccc3n2CCN2CCCCC2)c(OC)c1,-1.15
COCCNC(=O)C(c1cccc(OC)c1)N(Cc1cccs1)C(=O)Cn1nnc2ccccc21 (stereo unspecified),-1.24

# An excerpt of these results, with bars between the fields:
molecule | Cav32 inh
O=C(Nc1ccc2c(c1)oc1ccccc12)C1CC1 | -0.913
CCn1c(=NC(=O)CSC(C)=O)sc2ccccc21 | -7.33*
COc1ccc(CNc2nc3ccccc3n2CCN2CCCCC2)c(OC)c1 | -1.15

# Returning to the listing; the 7 compounds before the break are reprinted first.
SMILES,Cav32 inh
COc1ccccc1C(=O)OCn1nnc2ccccc2c1=O,0.0549
O=C(NCC1CCN(c2ccc(S(=O)(=O)N3CCOCC3)cc2)CC1)c1cccc(Cl)c1,-0.672
CCCc1nc(SCC(=O)N2CCCC2)c2ccccc2n1,0.296
O=C(Nc1ccc2c(c1)oc1ccccc12)C1CC1,-0.913
CCn1c(=NC(=O)CSC(C)=O)sc2ccccc21,-7.33*
COc1ccc(CNc2nc3ccccc3n2CCN2CCCCC2)c(OC)c1,-1.15
COCCNC(=O)C(c1cccc(OC)c1)N(Cc1cccs1)C(=O)Cn1nnc2ccccc21 (stereo unspecified),-1.24
O=C1c2ccccc2C(=O)N1CCc1csc(-c2cccc(F)c2)n1,-1.45
CC/C(=N\O)C(C)(C)/[N+]([O-])=C/c1ccc(Br)cc1,0.865
C[C@@H](C(=O)N1CCN(C(=O)OC(C)(C)C)CC1)n1cc(-c2cn([C@@H](C)C(=O)N3CCN(C(=O)OC(C)(C)C)CC3)nn2)nn1,-0.0532
O=C(Cc1coc2ccc3ccccc3c12)Nc1nccs1,-0.737
CCOc1ccc(-n2cc(C(=O)Nc3cccc(OC)c3)c3cc(OC)c(OC)cc3c2=O)cc1,-2.79
O=C(O)c1ccccc1C1=Nc2ccc(O)cc2Oc2cc(O)ccc21,-9.2*
Cc1ccc2nc(-c3ccc(NC(=O)c4ccco4)cc3)[nH]c2c1,0.631
COC(C(=O)Nc1cccc(F)c1)c1ccccc1 (stereo unspecified),-0.145
Cc1cc(NCCC(C)C)n2nc(C)c(-c3ccccc3)c2n1,-0.359
O=C(Oc1ccc(N(Cc2cccs2)C2=NS(=O)(=O)c3ccccc32)cc1)c1ccccc1Cl,-3.96
CCCNC(=O)c1ccccc1NC(=O)COc1ccc(OC)cc1,0.0998
CCOC(=O)c1nn(-c2ccccc2)c2nc(Nc3ccccc3)cc(=O)n12,-0.00845
O=[n+]1cc(-c2ccccc2)n([O-])c2c1CCC2,0.479
CC(=O)Nc1nonc1NC(C)=O,0.12
CCCCC[C@H](O)/C=C/[C@@H]1[C@@H](CCCCCCC(=O)O)[C@@H](O)C[C@H]1O,0.339
COc1ccc(S(=O)(=O)N(c2onc(C)c2Cl)S(=O)(=O)c2ccc(OC)cc2)cc1,-0.331
COc1cccc(-c2nc(N3CC(C)CC(C)C3)c3ccccc3n2)c1O (stereo unspecified),-0.219
CC(=O)Nc1ccc(S(=O)(=O)Nc2nc3ccccc3s2)cc1,-0.0829
CC1(C)Oc2ccc3ccc(=O)oc3c2C[C@H]1O,0.00938
O=C(Nc1ncc(Cc2cc(Cl)ccc2Cl)s1)c1ccc([N+](=O)[O-])cc1,-2.4
O=C(CC(CC(=O)c1ccccc1)C(=O)O)c1ccccc1,0.503
Nc1c2c(nc3ccn(-c4ccccc4)c(=O)c13)CCCCC2,0.213
COc1ccc(S(=O)(=O)N2CCN(Cc3c[nH]c4ccccc34)CC2)cc1,0.91
Cc1ccc(N2CCCn3c2cc(C)c(C#N)c3=O)cc1C,2.52
Cn1c(=O)oc2cc(S(=O)(=O)NCCN3CCN(c4ccccc4)CC3)ccc21,0.239
CCn1c(SCC(=O)Nc2ccc(OC)c(OC)c2)nnc1-c1cccs1,0.273
COc1ccccc1-c1c(C)nn2c(C)cc(C)nc12,0.529
Cn1c(=O)[nH]c(=O)c2c1nc(N1CCCC1)n2CCCSc1nc2ccccc2o1,-0.183
COc1ccc(CCN2C(=O)c3[nH]nc(-c4ccccc4O)c3C2c2ccc(C)cc2)cc1OC (stereo unspecified),-1.75
Cc1nc(/N=C(\N)Nc2ccccc2)nc2ccccc12,0.194
Cc1ccc(N2C(=O)C(O)(C(F)(F)F)C3=C2CC(C)(C)CC3=O)cc1C (stereo unspecified),0.215
Cc1cc(C)nc(Sc2c(C)n[nH]c2C)n1,0.167
Cc1ccc(N2C(=O)CC(N3CCN(C4CCc5ccccc5C4)CC3)C2=O)cc1 (stereo unspecified),-0.441
Cn1c(=O)n(C)c2cc(C(=O)c3ccccc3)ccc21,0.671
CC(C)(C)n1nnnc1C(c1cccnc1)N(Cc1ccccc1)Cc1cccs1 (stereo unspecified),-3.86
COc1ccccc1-c1n[nH]c(=S)n1-c1ccccc1,0.0745
CC(=O)Nc1ccc(NC(=O)C(C)n2nc([N+](=O)[O-])c(Br)c2C)cc1 (stereo unspecified),0.783
CCOC(=O)c1cc(OC(=O)c2cccnc2)n(-c2ccccc2)n1,0.056
COc1cc(S(=O)(=O)N(Cc2cccs2)CC2CCCO2)ccc1-n1cnnn1 (stereo unspecified),0.502
COc1ccc(S(=O)(=O)NCCSc2ccc(Cl)cc2)cc1OC,-3.09

# Arranged by value in Cav32 inh (highest first): three from the list above
SMILES,Cav32 inh
COc1cc(S(=O)(=O)N(Cc2cccs2)CC2CCCO2)ccc1-n1cnnn1 (stereo unspecified),0.502
CCn1c(SCC(=O)Nc2ccc(OC)c(OC)c2)nnc1-c1cccs1,0.273
Nc1c2c(nc3ccn(-c4ccccc4)c(=O)c13)CCCCC2,0.213

# Continuation:
SMILES,Cav32 inh
C/C(=N\O)c1c(C)c2ccccc2n1C,-0.0595
Cc1ccc(N2/C(=N/c3nc(C)cc(C)n3)NC(=O)CC2C(=O)O)cc1 (stereo unspecified),0.00224
Cc1occc1C(=O)Nc1ccccc1NC(=O)c1ccoc1C,0.486
CNC(=O)CN(c1cccc2ccccc12)S(C)(=O)=O,-3.02
COc1cc([C@@H]2[C@H]3CNCC=C3C(C#N)=C(N)C2(C#N)C#N)ccc1OC(C)C,0.0954
CN(C)CCCN1CC(C(=O)O)CC1=O (stereo unspecified),0.642
CCOc1ccc2nnc(-c3ccc(Br)cc3)n2n1,0.45
CCOC(=O)N1CCN(c2nc(C(F)(F)F)nc3c(C)cc(C)cc23)CC1,-0.602
C[C@]12C[C@H](O)[C@H]3[C@@H](CCC4=CC(=O)CC[C@@]43C)[C@@H]1CC[C@@H]2C(=O)CO,0.396
CC1CCc2c(sc(NS(=O)(=O)c3ccccc3)c2C(=O)OC(C)C)C1 (stereo unspecified),-5.1*
COc1cccc(C2CC(c3cccc(OC)c3)n3nc(N)nc3N2)c1 (stereo unspecified),0.0633
CSc1nnc(CNC(=O)c2ccccc2)n1-c1ccc(F)cc1,0.254
O=C(c1ccc(CSCc2ccccc2F)o1)N1CCN(c2ccc(N3CCOCC3)nn2)CC1,-0.269
COc1ccc(C(=O)NCCn2cc(SCC(=O)Nc3cc(C)on3)c3ccccc32)cc1OC,-0.547
O=C(Cc1ncc(C(F)(F)F)cc1Cl)N1CCN(c2ccccn2)CC1,0.919
O=C(Cn1ncc2c(=O)oc3ccccc3c21)N(Cc1ccco1)C1CCCCC1,-0.953
CCCOc1ccc(/C=C/C(=O)Nc2ccc([N+](=O)[O-])cc2)cc1,1.01
Cc1csc2nc(CNC(=O)c3ccco3)cn12,0.305
COC(=O)CSc1nnc(-c2ccc(NS(=O)(=O)c3ccccc3)cc2)o1,1.08
O=S(=O)(NCC1OCCc2ccccc21)c1ccccc1 (stereo unspecified),-1.09
Cc1cc(C(=O)NCCCN2CC(C)CC(C)C2)n(-c2ccccc2)n1 (stereo unspecified),0.982
CCN(CC)CCNc1ccc(Cl)cc1[N+](=O)[O-],0.241
CCOC(=O)COc1c(-c2ccc(OC)cc2)oc2ccccc2c1=O,-2.82
O=C(COc1ccccc1)Nc1sc2c(c1C(=O)NCc1cccnc1)CCCC2,-0.000781
COc1cccc2c(=O)n(CC(=O)Nc3ccc(F)cc3F)ccc12,-0.353
COc1cc(OC)c(OC)cc1/C=N/NC(=O)c1cc(-c2cccn2C)n[nH]1,1.03
CCC(C)(C)NC(=O)C(c1ccccc1F)N(Cc1ccco1)C(=O)c1csnn1 (stereo unspecified),-0.0582
Cc1ccc(C)c(SCC(=O)OCC(=O)Nc2ccc(S(=O)(=O)N3CCOCC3)cc2)c1,-0.0955
Cc1oc(-c2ccccc2)cc1C(=O)Nc1ccc2ccccc2c1,-0.536
N#Cc1c(N)oc(-c2ccccc2)c1-c1ccccc1,-0.357
O=C1CCCN1c1ccc(S(=O)(=O)NCCOc2ccccc2)cc1,1.82
COC(=O)C1=C(C(=O)OC)SC2(S1)C(C(=O)OC)=C(C(=O)OC)SC1=C2c2cc(C)cc(C)c2NC1(C)C,0.0412
Cn1nnnc1SCCNS(=O)(=O)c1ccccc1,0.2
Cc1ccc(-c2nc3cc(NS(=O)(=O)c4ccc(C)cc4)ccc3o2)cc1,-2.74
O=C(Nc1ccc(Cl)cc1)OCc1cc(-c2ccccc2)on1,-0.38
CCOC(=O)NC(=O)CSc1nnc(C)s1,0.362
Nc1c(-c2ccc(Cl)cc2)cnn1C1CCS(=O)(=O)C1 (stereo unspecified),0.993
Cc1ccc(OCC(=O)N/N=C/C=C/c2ccco2)cc1,-1.46
O=C(CSc1nnc(Cc2cccs2)n1Cc1ccco1)Nc1ccc(Br)cc1,-4*
CCCN1c2cccc3cccc(c23)S1(=O)=O,-2.06
Cc1ccc(S(=O)(=O)NC(=O)c2cccn2C)cc1,0.505
O=C(NCC1COc2ccccc2O1)c1cn(Cc2ccc(F)cc2)nn1 (stereo unspecified),-3.88
CCCCn1c(-c2ccco2)nc2ccccc2c1=O,-0.825
Cn1c(SCc2ccc(Cl)cc2)nc(C(F)(F)F)cc1=O,0.0346
Cn1c(=O)c2c(nc(SCCN3CCCCC3)n2Cc2ccccc2)n(C)c1=O,1.02
NCCc1cnc[nH]1,0.392
Cc1ccc(S(=O)(=O)NCC(=O)N(CC(=O)NC2CCCCC2)Cc2ccco2)cc1,-0.496
COc1ccccc1NC(=O)CSc1nnc(C)n1Cc1ccccc1,0.325
COC(=O)C(NC(C)=O)(Nc1ccc(Br)cc1)C(=O)OC,1.18
CC(=O)Nc1nc(-c2ccccc2)nc(C)c1C(C)=O,-1.43
CCOC(=O)c1c(C)n(C)c2ccc(OC)c(NC(=O)c3cccs3)c12,-0.0761
COc1ccc(N=C2C(=Nc3ccc(OC)cc3)N(c3ccccc3)C(=S)N2C(=O)c2ccc(Cl)cc2)cc1,0.275
COCc1[nH]nc2c1C1(C(=O)Nc3ccc(F)cc31)C(C#N)=C(N)O2 (stereo unspecified),-0.117
CCOC(=O)c1ccc(NS(=O)(=O)c2cccc3nsnc23)cc1,0.000434
O=C(Cn1cnc2ccccc2c1=O)N(Cc1ccco1)c1ccc(O)cc1,0.411
Cc1ccc(C(C(=O)NC(C)(C)C)N(CC2CCCO2)C(=O)Cn2nnc(-c3ccc(C)o3)n2)cc1 (stereo unspecified),0.0814
NS(=O)(=O)c1cccc(NC(=O)CSc2ccccn2)c1,0.0767
CC(=O)NC(NC(=S)Nc1ccc(N=Nc2ccccc2)cc1)C(Cl)(Cl)Cl (stereo unspecified),-0.49
Nc1c(C(=O)NCc2ccccc2)nnn1Cc1ccccc1,0.0261
O=c1c2cc(N3CCOCC3)ccc2[nH]c(=S)n1CCCN1CCN(c2ccccc2F)CC1,0.265
# Remaining list, next part:
SMILES,Cav32 inh
C=CCc1c(C)c(C#N)c2nc3ccccc3n2c1NCCN(C)C,2.03
Cc1cccc(C)c1NC(=O)/C(C#N)=C/c1cccs1,1.73
CC(C)(C)C(=O)Nc1ccccc1C(=O)N1CCCC1,0.363
Cn1c(=O)[nH]c(=O)c2c1nc(N1CCCCC1)n2CCSc1nc2ccccc2o1,0.263
CCOC(=O)c1c(C)[nH]c(C(=O)OCC(=O)N2CCN(S(=O)(=O)c3ccccc3)CC2)c1C,0.0819
COc1ccc(S(=O)(=O)Nc2ccc(S(=O)(=O)N3CCCCC3)cc2)cc1C,-0.851
CC(C)n1c(N2CCN(CC(=O)NCc3cccs3)CC2)nc2ccccc21,0.795
O=C(CSc1nc2ccccc2c(=O)n1CC1CCCO1)NCC1CCCO1 (stereo unspecified),0.241
Clc1cccc2sc(N3CCCCC3)nc12,-0.983
CC(C)CC(=O)NC(=S)Nc1ccccn1,-0.129
Cc1ccc(CSc2nc3c(c(N(C)C)n2)CCCC3)cc1,-1.7
